# NPYLR7 agonist = activates Aedes aegypti NPYLR7 receptor | HEK293T NPYLR7/Galpha15, GCaMP6s calcium fluorescence | activation, % at 10 µM | actives 0.15% (n = 270,000); in the data active means activation above about 40%;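 further: 0% = vehicle and 100% = reference agonist at the receptor; some compounds past the cut are filed as inactive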
# mcGAS lum = blocks mouse cGAS activity | Q8C6L5 | recombinant cGAS, Kinase-Glo ATP depletion luminescence | inhibition, % at 12.5 µM | actives 0.15% (n = 160,000) | AID 1259399;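 further: 0% = negative control wells and 100% = reference inhibitor with no enzyme activity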
# hcGAS lum = human cGAS inhibition; actives 0.081% (n = 290,000); AID 1259398; inhibition, % at 12.5 µM; recombinant h-cGAS, ATP depletion, Kinase-Glo luminescence;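 further: 0% = vehicle reaction and 100% = reaction without DNA for no activity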
# Target sequence (Q8N884 whole entry, looked up): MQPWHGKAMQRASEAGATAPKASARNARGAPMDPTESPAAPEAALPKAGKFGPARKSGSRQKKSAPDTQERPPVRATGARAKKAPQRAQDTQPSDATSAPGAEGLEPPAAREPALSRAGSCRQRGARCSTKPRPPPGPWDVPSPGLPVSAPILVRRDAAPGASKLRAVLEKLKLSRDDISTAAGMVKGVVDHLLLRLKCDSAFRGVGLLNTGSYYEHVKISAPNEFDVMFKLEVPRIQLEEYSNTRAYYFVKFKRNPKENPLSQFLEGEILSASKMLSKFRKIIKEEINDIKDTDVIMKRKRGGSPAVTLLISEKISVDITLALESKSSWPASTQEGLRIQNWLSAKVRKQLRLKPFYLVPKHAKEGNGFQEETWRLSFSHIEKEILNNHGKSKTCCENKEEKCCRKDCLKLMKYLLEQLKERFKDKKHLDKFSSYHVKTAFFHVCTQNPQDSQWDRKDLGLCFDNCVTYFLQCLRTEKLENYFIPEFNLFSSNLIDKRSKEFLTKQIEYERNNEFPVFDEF
# Numbers without * were called inactive; / = not tested or not shown; & = joins results of further samples. Unless noted, no stated cut-off is given here; in the data, active means inhibition above about 40%; inactive means the rest.
SMILES,NPYLR7 agonist,mcGAS lum,hcGAS lum
CC(C)C(=O)N(Cc1ccc(OS(=O)(=O)C(C)C)cc1)Cc1ccco1,15,-6,-4
Cc1nc(C)c(-c2ccc(SCC(=O)Nc3ccc(F)c(F)c3)nn2)s1,-10,-2,1
Cc1nc2n(n1)C(=O)C(C(c1ccc(Br)cc1)N1CCN(CCO)CC1)S2 (configuration not stated),7,/,-8
Cc1ccc(C)c2sc(N(CCN3CCOCC3)C(=O)c3ccc(C#N)cc3)nc12,11,/,-7
O=C(Cc1csc(SCC(=O)Nc2ccc(F)cc2)n1)NCCC1=CCCCC1,/,0,-1
CCOC(=O)c1c(-c2ccc(C(C)C)cc2)csc1N,-3,-4,-3
Clc1ccc2nc(CNc3ccccc3OCC3CCCCO3)cn2c1 (configuration not stated),-1,/,-10
CNC(=O)[C@@]1(OCc2cccc(F)c2)CC(OCC2CC2)[C@@H]2OC(C)(C)O[C@@H]2C1 (some centres not stated),-5,-5,-6
CS(=O)(=O)NCCN(c1ccccc1)C1CCCC1,-1,/,4
C=C(C)CN(CC)C(=O)COc1ccc(OC)cc1,3,/,-8
CC(C)(C)OC(=O)N[C@H]1CCC(=O)N(CCNc2ccc([N+](=O)[O-])cn2)C1=O,24,-3,-2
CC1Cc2ccccc2N1C(=O)CSc1nc2ccccc2c(=O)n1CC1CCCO1 (configuration not stated),-2,/,-3
Cc1nc(CNC(C)(CNC(=O)OC(C)(C)C)C(C)C)oc1C (configuration not stated),7,/,-9
CSc1nn(CC(=O)Nc2ccc3c(c2)OCCO3)c(N)c1-c1nc(-c2ccccc2)no1,-5,-5,-3
Cc1ccc(C2=NN(C(=O)CN3CCN(C)CC3)C(c3ccccc3Cl)C2)cc1 (configuration not stated),45*,0,1
Clc1ccc(Nc2ccc(-n3ccnc3)nn2)cc1,4,/,-2
O=C(c1cc(COc2ccc(-n3cncn3)cc2)on1)N1CCc2c(Cl)cccc2C1,4,/,-6
CCCCN(C(=O)C=Cc1ccco1)c1c(N)n(CCC)c(=O)[nH]c1=O,-3,/,-3
CCc1cnc(N2CC3ON=C(c4ccccc4C)C3C2)nc1 (configuration not stated),2,/,-6
Cc1ncc(CN(C)Cc2ccc(-n3cccn3)cc2)n1C,5,/,-4
CN(CC1COc2ccccc2O1)S(=O)(=O)c1ccc(Br)s1 (configuration not stated),-1,/,0
COC(=O)c1[nH]c(Cn2cc(C(F)(F)F)cc(Cl)c2=O)c(C(=O)OC)c1C,11,-9,-6
COc1ccccc1-c1ccc2c(c1)COC1(CCN(C(=O)Cc3ccc(F)cc3F)CC1)O2,-6,-5,-4
CCC(CC)n1nc(C)cc1NC(=O)C(C)Cn1cncn1 (configuration not stated),0,-10,-5
CCOC(=O)Cn1c2[n+](c3ccccc31)CC(O)CS2 (configuration not stated),4,/,-8
CC1(C(=O)NS(=O)(=O)c2cccc(F)c2)CCN1C(=O)C1(c2ccc(Cl)cc2)CC1 (configuration not stated),-1,/,-11
CCCNc1cc(C(C)(C)C)nc2c(-c3ccccc3)c(C)nn12,-4,-7,-5
Cc1nc2c(=O)n(CC(N)=O)nc(-c3ccc(F)cc3)c2s1,2,-8,3
Cc1cc(C)nc(N=C2NC(=O)CC(C(=O)O)N2c2ccc(Oc3ccccc3)cc2)n1 (configuration not stated),0,/,-6
Cc1cccnc1C(NC(=O)C1CCN(Cc2cccc(Cl)c2)CC1)c1ccccc1 (configuration not stated),9,-4,-7
COc1cc(N=c2scc(-c3ccccc3)n2C(C)Cc2c[nH]c3ccccc23)cc(OC)c1 (configuration not stated),10,-3,-6
Cc1nc(-n2nc(-c3ccco3)cc2NC(=O)c2cc(=O)c3ccccc3o2)[nH]c(=O)c1C,1,/,-4
COc1ccccc1NC(=O)N(CC(=O)N(Cc1ccc(F)cc1)Cc1sccc1C)C(C)C,-15,2,-2
CCN(CC)C(=O)c1cccc(NC(=O)c2ccc(C)o2)c1,-6,/,-6
Cc1cc(-n2c(C)cc(CNC(C)c3cccs3)c2C)no1 (configuration not stated),1,/,-10
CCc1ccc(CN(C)CC2CCN(CCc3cccc(F)c3)CC2)o1,2,-8,-7
Cn1c(-c2ccc3c(c2)OCO3)cc(=O)c2ccccc21,-7,-6,-12
Cc1cc(C)n2c(n1)nc(=S)n2CN(C)Cc1cccc(Cl)c1Cl,13,/,-11
O=C(c1cn(Cc2ccccc2Cl)nn1)N1CCc2[nH]cnc2C1c1cccnc1 (configuration not stated),2,/,-6
CCc1cccc(NC(=O)CCC(=O)N2CCCC2c2nonc2C)c1 (configuration not stated),13,/,-6
Cc1ccc(N2C(=O)N(c3cccc(C)c3)C3CS(=O)(=O)CC32)cc1 (configuration not stated),-2,/,-7
c1cc(CNc2cc(-c3nccnc3N3CCCC3)c3cc[nH]c3n2)ccn1,22,-6,-6
CC1(C)NC(=O)N(Cc2ncc(-c3ccccc3Br)o2)C1=O,8,-14,-12
O=C(NC(Cc1ccccc1)c1ccccc1)c1csc(CSc2nnc(-c3ccco3)n2-c2ccc(Cl)cc2)n1 (configuration not stated),-1,1,5
Cc1ccc(C(=O)CN2C(=O)NC3(CCCc4ccccc43)C2=O)cc1C (configuration not stated),-1,/,-7
CC(C)c1ccc(NC2CCCN(C(=O)c3ccc(Cn4cnnn4)cc3)C2)cc1 (configuration not stated),6&18,-15,-2&-13
COC(=O)CC1c2cc(OC)c(OC)cc2CCN1C(=O)c1cccc(C#N)c1 (configuration not stated),5,-5,-1
COc1c(F)ccc(C(=O)N2CC[C@H](CO)[C@@H](O)C2)c1F,2,-18,-6
O=C(Cn1cnc2c(nnn2-c2ccc(Cl)cc2)c1=O)N1CCN(c2ccccc2)CC1,-3,-8,-6
COc1ccc(-n2nc(C)c(-c3ccccc3)c2NC(=O)CN(C(=O)c2ccc(OC)cc2OC)C(C)C)cc1,-2,-3,-6
CCC(=O)Nc1cccc(C(=O)NCCCc2ccncc2)c1,2,/,-2
COCc1cc(C)nc(OCC(=O)N/N=C\c2cc(Br)c(O)c(Br)c2)c1C#N,1,0,0
N#Cc1ccc(C=CC(=O)NCc2ccc(N3CCOCC3)nc2)cc1,28,/,-3
Cc1ccc(-n2c(SCc3ccccc3C(F)(F)F)nnc2-c2cccc(C)c2)cc1,/,2,5
Cc1ccc(-c2nc3ccc(C)cn3c2NC(=O)C2CCCCC2)cc1,-4,-7,-6
O=C(CS(=O)(=O)c1ccc(C(F)(F)F)cn1)NC1CCCCCCC1,0,/,-5
CCOc1cccc(C[C@@H]2CC[C@H](CN3CCOCC3)O2)c1,2,-11,-5
O=S(=O)(NCCc1csc2nc(-c3ccccc3F)nn12)c1ccc(Br)cc1,10,-7,-6
COc1cc(NC(=O)Cn2ccn3nc(-c4ccc(C)cc4)cc3c2=O)cc(OC)c1,6,-9,-8
Cc1cc(NC(=O)C(C)N(C)Cc2cccc(Cl)c2Cl)no1 (configuration not stated),1,/,-7

# Later entries.
SMILES,NPYLR7 agonist,mcGAS lum,hcGAS lum
COc1ccc(-c2nnc3ccc(SCC(=O)Nc4nc(C)cs4)nn23)cc1,0,-4,-1
CCc1cccc(NC(=O)C2CCCN(C(C)=O)C2)c1 (configuration not stated),-1,/,1
CCN(C)C(=O)C1CSCN1C(=O)C1CC(=O)N(CC2CC2)C1 (configuration not stated),5,/,-6
CC(C)(C#N)c1ccc(NC(=O)Cc2ccccc2F)cc1,2,/,0
Cc1ccccc1-n1ncc(C(C)NC(=O)CN2CCOc3ccccc3C2)c1C (configuration not stated),6,/,-7
CCn1cc(C(CC(=O)N2CCN(C/C=C/c3ccccc3)CC2)c2cccc(OC)c2)c2ccccc21 (configuration not stated),1,-5,-2
CN(Cc1ccco1)C(=O)c1cnc(-c2ccc3c(c2)OCO3)nc1Nc1ccccc1,/,-3,0
Cc1nc(C)n(CC(C)C(=O)N2CCc3c(ncnc3N(C)C)C2)n1 (configuration not stated),5,/,-4
COc1ccc(C(=O)N2CCC3(CC2)C(=O)N(CC(=O)N2CCC(Cc4ccccc4)CC2)CN3c2ccccc2)c(OC)c1,28,-4,-6
Cc1c(C)c(C)c(S(=O)(=O)NCc2ccc(N3CCOCC3)nc2)c(C)c1C,10,-6,1
CCC(Cc1ccc(C)cc1)OC(=O)C1CCCN(C(N)=O)C1 (configuration not stated),5,/,-10
Cc1ccc(NC(=O)N(Cc2c(-c3ccccc3)noc2N2CCCCC2)CC2CCCO2)cc1 (configuration not stated),6,-6,-5
CCOC(=O)N1CCN(c2nc(Nc3ccc(C)cc3)c3nccnc3n2)CC1,3,/,3
O=C1NC(=S)N(c2ccc3ccccc3c2)C(=O)/C1=C/c1ccc(-c2cccc(C(=O)O)c2)o1,4,81*,56*
Cn1c(SCc2cc(-c3cccs3)on2)nnc1C1CC1,0,/,-7
COc1ccc2nc(-c3ccc(NC(=O)C(c4ccccc4)c4ccccc4)cc3)cn2n1,-7,-2,-3
CCC(CC)C(=O)N(CCN(C)C)Cc1cc(NC(=O)c2cccc(F)c2)ccc1N(C)C,4,-7,-2
Cc1noc(-c2cccs2)c1C(=O)NCc1cccc(F)c1F,-1,-7,-6
COc1cc(NCCc2scnc2C)cc(OC)c1OC,-5,/,0
O=C1CNC(=S)N1Cc1ccco1,-1,/,-5
Cc1ccc(NS(=O)(=O)c2cc(OCC(=O)Nc3nncs3)c(C)cc2Cl)cc1,10,/,1
CCS(=O)(=O)Oc1cccc(CN(C(=O)C2C[C@H]2c2ccccc2)C(C)C)c1 (some centres not stated),-5,-5,-9
O=C(NC1=NN(c2ccccc2)CC1)Nc1ccccc1F,4,-2,-8
O=C(NC(c1ccc(F)cc1)c1ccc2ccccc2n1)C1CCN(Cc2ccc(Oc3ccccc3)cc2)CC1 (configuration not stated),-7,0,3
CCN1C(=O)/C(=C2\SC(=S)N(C(C)C)C2=O)c2ccccc21,-9,-6,-6
CC(C(=O)Nc1ccc(C(C)(C)C)cc1)N(C)CC(=O)NCc1ccco1 (configuration not stated),10,/,-5
Cc1nc2ccccc2n1CCNC(=O)C1CCCC1,1,/,-7
CCNC(=O)CCc1nc2cc(S(=O)(=O)N(CC)CC)ccc2n1C,2,-2,5
COc1cc(OC)cc(C(=O)NCc2ccc(C)s2)c1,1,/,0
O=C(CCc1ccc(Cl)s1)OC1CCOC1 (configuration not stated),8,/,-12
CC(C)Cc1ccc(C(C)C(=O)OCc2ccccn2)cc1 (configuration not stated),-19,/,-2
CCN(CC)C(=S)SC(C)C(=O)NC1CC1 (configuration not stated),4,/,-9
CC1=C(C(=O)OCC(C)C)C(c2ccccc2Br)C2=C(CC(c3ccccc3)CC2=O)N1 (configuration not stated),-6,0,-3
C(=NN(c1ccccc1)c1ccccc1)c1ccc2c(c1)OCO2,-10,/,-5
